FN deposition inh – fibronectin deposition inhibition | AH1F fibroblasts, Alexa488-fibronectin deposition fluorescence, overnight | inhibition, % at 12.6 µM | 0.086% of 350,000 active;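 active = mean inhibition across replicates of 30% or more, regardless of how many single replicates reach that level; inconclusive = mean under 30% yet at least half of replicates reach 30%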;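 note: positive control wells lacked labelled fibronectin entirely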
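Assay system: AH1F fibroblasts / Quantity: 10000 cells per well / Medium: DMEM plus 2% serum, read in PBS / Reagent: labelled fibronectin 24 nM / Dosing: single dose, pinned / Times: 1 h cell attachment, overnight exposure to compound and label / Signal: fluorescence, ex 485 nm, em 525 nm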
RAD54 branch – inhibitors of human RAD54 branch migration. RAD54 Holliday junction branch migration, FAM/BHQ fluorescence. inhibition, % at 10.4 µM. 0.14% of 360,000 active. AID 602329;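 active = mean normalized replicate activity at least 40 and at least half of replicates scoring 40 or more; inconclusive = only one of the two criteria met; inactive = mean below 40 and under half of replicates reaching 40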;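 note: 0% = median of neutral control wells and 100% = median of positive control wells; inhibitors cause a drop in the FAM fluorescence signal; in these data hits start at about 50%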
E-sel inducer – induces E-selectin expression in human endothelial cells; P16581; HUVEC E-selectin immunofluorescence imaging; normalized: neutral wells 0, TNF-alpha wells 100; activation, % at 7.58 µM; 0.37% of 260,000 active; AID 686992;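 active = mean E-selectin-positive cell signal at least 10% of the positive control, reached in at least 60% of replicates, without over 20% cell loss; inconclusive = no rule given, readout overlaps actives, possibly toxicity-flagged; inactive = the rest, including those meeting only one limit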;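 note: in these data hits start at about 27%; measured in HUVEC primary endothelial cells; signal is the percent of cells scored E-selectin positive by PE staining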
Target sequence (P16581 whole entry, looked up): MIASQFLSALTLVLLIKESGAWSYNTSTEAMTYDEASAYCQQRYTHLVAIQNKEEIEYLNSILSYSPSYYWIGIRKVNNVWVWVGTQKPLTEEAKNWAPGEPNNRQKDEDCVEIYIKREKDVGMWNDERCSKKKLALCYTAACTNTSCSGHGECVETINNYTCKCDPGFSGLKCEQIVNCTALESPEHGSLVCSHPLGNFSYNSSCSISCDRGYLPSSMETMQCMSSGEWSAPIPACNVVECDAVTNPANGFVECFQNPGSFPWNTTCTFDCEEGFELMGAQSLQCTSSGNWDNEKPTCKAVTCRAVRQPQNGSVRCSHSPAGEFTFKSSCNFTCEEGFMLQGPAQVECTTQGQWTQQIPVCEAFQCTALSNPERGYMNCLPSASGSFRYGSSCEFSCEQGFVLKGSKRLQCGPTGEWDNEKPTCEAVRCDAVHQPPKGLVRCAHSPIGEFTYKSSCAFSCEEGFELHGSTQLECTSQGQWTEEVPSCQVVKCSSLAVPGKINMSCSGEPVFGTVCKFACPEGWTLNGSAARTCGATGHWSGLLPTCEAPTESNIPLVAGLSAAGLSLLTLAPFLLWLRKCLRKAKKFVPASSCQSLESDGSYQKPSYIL
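Material: HUVEC primary endothelial cells; Amount: 3,000 cells per well; Dosing: single concentration; Medium: EGM-2 growth medium on 0.1% gelatin-coated wells; Read-out basis: percent E-selectin-positive cells; Signal: immunofluorescence imaging; Control set: TNF-alpha, DMSO.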
esBAF inh – inhibitors of esBAF chromatin remodeling in mouse ES cells; 2% of 350,000 active; Bmi1-luciferase knock-in reporter, 24 h; 100% = twice the neutral-well signal; reporter increase, % at 12.5 µM; in the data active = activation above about 40%; inconclusive = no clear call, values can overlap the other calls;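 note: 0% = median of the plate's neutral control wells and 100% = double that signal; a rise in the Bmi1 reporter signal indicates esBAF inhibition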
RAD52 inh – inhibitors of human RAD52 DNA annealing. recombinant RAD52 DNA annealing, FRET fluorescence. inhibition, % at 18.7 µM. 0.46% of 360,000 active;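 active = every replicate showing at least 50% inhibition; inconclusive = mean inhibition at least 50% but not in every replicate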
Target sequence (P43351 whole entry, looked up): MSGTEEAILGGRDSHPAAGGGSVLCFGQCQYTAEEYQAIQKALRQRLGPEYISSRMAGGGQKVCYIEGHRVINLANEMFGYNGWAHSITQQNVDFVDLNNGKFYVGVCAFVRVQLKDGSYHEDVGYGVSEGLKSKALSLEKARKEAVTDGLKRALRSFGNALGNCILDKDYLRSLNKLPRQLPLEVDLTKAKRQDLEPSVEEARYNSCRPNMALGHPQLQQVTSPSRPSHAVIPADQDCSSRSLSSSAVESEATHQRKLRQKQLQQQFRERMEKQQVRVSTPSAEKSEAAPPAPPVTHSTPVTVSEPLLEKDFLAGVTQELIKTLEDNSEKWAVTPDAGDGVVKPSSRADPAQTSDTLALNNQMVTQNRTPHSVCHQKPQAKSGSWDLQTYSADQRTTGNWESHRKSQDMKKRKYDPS
Xi reactivation – reactivates the inactive X chromosome in mouse fibroblasts; XiGFP mouse fibroblasts, % GFP-positive cells imaging, 3 d; cells co-treated with 5-aza-dC sensitizer; scaled so ellipticine positive control = 100%; activation, % at 7.58 µM; 0.055% of 360,000 active;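 active = mean normalized replicate activation at least 10% and every replicate at or above 10%; inconclusive = only one of the two criteria met; inactive = mean below 10% and not all replicates reach 10%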;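 note: 0% = median of on-plate neutral control wells and 100% = ellipticine 6 µM median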
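System: 68-5-11 XiGFP fibroblast line | Buffer or medium: DMEM containing 5-aza-dC | Compound: Single point | Times: Compounds 3 days, fix/stain 15 min at room temperature | Benchmarks: Positive control ellipticine, 6 µM final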
EWS-Fli inh – inhibitors of EWS/Fli oncoprotein transcriptional activity; 0.67% of 350,000 active; inhibition, % at 12.6 µM; AID 651661; A673 NR0B1-luciferase reporter, viability-normalised;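 active = mean inhibition of at least 50% after viability correction, with every replicate also passing that limit; inconclusive = mean reaches 50% but only one of two replicates passes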;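 note: firefly luciferase signal divided by Alamar Blue viability fluorescence both relative to DMSO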
S100A4 MyoIIA – blocks human S100A4 binding to myosin IIA peptide. P26447. S100A4/TAMRA-MyoIIA peptide fluorescence polarization. inhibition, % at 10.7 µM. 0.14% of 360,000 active. AID 652163;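 active = mean inhibition of at least 70% across replicates, with every replicate also reaching that level; inconclusive = mean inhibition reaches 70% but some replicates fall short; inactive = mean inhibition below 70%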
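Test system: S100A4 monomer protein; Medium: HEPES pH 7.2 with CaCl2, KCl, NaCl, DTT, Triton; Probe or stimulus: TAMRA-labelled myosin IIA heavy-chain peptide probe, 5 nM; Doses: one dose per compound; Times: polarization read 5 min after assay mix addition, stable 5–60 min; Benchmarks: neutral control DMSO, positive control TFP.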
Starred values were filed as active, the others as inactive; ? = inconclusive; / = not tested or not shown; & = joins results of further samples. The order is random, and some 3% of all compounds hit somewhere here.

SMILES	FN deposition inh	RAD54 branch	E-sel inducer	esBAF inh	RAD52 inh	Xi reactivation	EWS-Fli inh	S100A4 MyoIIA
C[C@H](CO)N1C[C@H](C)[C@H](CN(C)S(=O)(=O)c2ccc(Cl)cc2)Oc2ccc(NC(=O)c3ccncc3)cc2CC1=O	/	-12	0.0	3	-19	-0.8	8	-15
COc1ccc(NC(=O)CN(C)C(=O)c2ccccc2OC)cc1	-2	-5	/	-3	-6	0.4	5	5
COc1ccc(-c2ccc([C@H]3[C@@H](CO)N4C(=O)CN(C(=O)C5CCC5)C[C@@H]34)cc2)cc1	5	/	0.0	/	-8	-0.1	7	4
Cc1ccc2c(CN3CCN(S(=O)(=O)c4ccccc4C(F)(F)F)CC3)cc(=O)oc2c1	-4	0	-0.6	12	-15	-0.6	6	-3
CN(C)C(=O)C[C@H]1CC[C@H]2[C@H](COc3ccc(NC(=O)NCc4ccccc4)cc3C(=O)N2C)O1	-11	3	0.0	5	/	0.0	4	-19
Cc1ccc(NC(=O)CSc2nnc(C)n2CC2CCCO2)cc1 (stereo not given)	-6	/	/	/	-4	0.0	18	-9
Cc1[nH]c2ccc(OC(F)(F)F)cc2c1CCN1C(=O)c2ccc(C(=O)O)cc2C1=O	-2	2	-0.2	-8	-10	0.1	8	-8
Cc1noc(C)c1S(=O)(=O)N(C)C[C@H]1Oc2ccc(NC(=O)Nc3ccccc3)cc2CC(=O)N([C@@H](C)CO)C[C@H]1C	/	/	0.0	0	/	-1.0	-2	/
Cc1ccc(C)c(NC2=C(Cl)C(=O)OC2OC(C)C)c1 (stereo not given)	/	/	/	/	-11	-0.1	4	1
CCOCCCNC(=O)C1CCCN(S(=O)(=O)c2ccc(-n3cnnn3)cc2)C1 (stereo not given)	10	-3	/	4	-9	0.0	5	1
O=C(CC(F)(F)F)N1C[C@@H]2[C@H](c3ccccc31)[C@H](CO)N2CC1CCCCC1	/	-14	-0.3	0	-10	0.3	10	21
COc1ccc(C#Cc2ccc3c(c2)[C@]2(C(=O)N3)[C@H](c3ccc(OCCO)cc3)N3[C@H](c4ccccc4)[C@H](c4ccccc4)OC(=O)[C@H]3[C@@H]2C(=O)N2CCCCCCC2)cc1	/	-24	/	/	-390	/	-9	-42

Retrieved one by one from above, two records:
SMILES	FN deposition inh	RAD54 branch	E-sel inducer	esBAF inh	RAD52 inh	Xi reactivation	EWS-Fli inh	S100A4 MyoIIA
COc1ccc(C#Cc2ccc3c(c2)[C@]2(C(=O)N3)[C@H](c3ccc(OCCO)cc3)N3[C@H](c4ccccc4)[C@H](c4ccccc4)OC(=O)[C@H]3[C@@H]2C(=O)N2CCCCCCC2)cc1	/	-24	/	/	-390	/	-9	-42
Cc1ccc(C)c(NC2=C(Cl)C(=O)OC2OC(C)C)c1 (stereo not given)	/	/	/	/	-11	-0.1	4	1

Other compounds
SMILES	FN deposition inh	RAD54 branch	E-sel inducer	esBAF inh	RAD52 inh	Xi reactivation	EWS-Fli inh	S100A4 MyoIIA
CCOC(=O)c1ccc2c(c1)C1C=CCC1C(C(=O)OCC)N2 (stereo not given)	-8	-1	0.5	-6	-31	0.2	13	1
Cc1ccccc1-c1cnc2c(c1)C(=O)N([C@H](C)CO)C[C@H](C)[C@@H](CN(C)Cc1ccccc1F)O2	-2	3	-0.3	-3	4	0.0	-23	-3
C=CCn1nc(C(=O)OCC)cc1-c1sc(NC(=O)c2ccccc2)nc1C	2	-3	0.1	4	-15	0.1	1	23
C[C@@H]1CCCCO[C@H](CN(C)C(=O)Nc2cccc3ccccc23)[C@@H](C)CN([C@@H](C)CO)C(=O)c2cc(NS(C)(=O)=O)ccc2O1	/	0	0.2	0	21	0.0	4	-1
CS(=O)(=O)Nc1ccc2c(c1)[C@@H]1C[C@H](CC(=O)N3CCc4ccccc4C3)O[C@@H](CO)[C@@H]1O2	/	-2	-0.2	0	-7	0.1	4	4
COc1ccccc1N1CCN(/N=C/c2cc([N+](=O)[O-])ccc2Cl)CC1	/	/	/	/	-4	0.1	7	1
Cc1cc(C(=O)N/N=C/c2ccccn2)c2ccccc2n1	-2	3	/	-7	-19	0.0	8	-3
O=C(O)/C(=C\c1ccc(Cl)cc1)c1ccc(F)cc1	-2	/	2.2	/	-11	0.2	7	6
Cc1ccc(S(=O)(=O)c2c(N)n(NC(=O)c3ccco3)c3nc4ccccc4nc23)cc1	-19	-17	/	-9	-242	/	/	-15
CC=Cc1ccc2n(c1=O)C[C@H]1[C@H](CO)[C@@H](C(=O)NC3CCC3)[C@@H]2N1Cc1ccccc1 (mixture of isomers)	/	4	-0.7	-3	-27	0.0	-5	10
O=C(NNS(=O)(=O)c1ccc(Cl)cc1)c1cc(-c2ccccc2)n[nH]1	4	-2	/	-7	9	0.4	-2	6
COc1ccccc1Oc1ccc(NC(=O)c2ccc(Cl)cc2)cc1	5	/	-1.3	/	0	-0.1	-4	-2
Cc1cccc(C)c1OCC(N)C(C)C (stereo not given)	-8	-4	3.8	5	-7	0.1	-2	-11
Cc1cccc(NC(=O)C2CCCN(S(=O)(=O)c3ccc(-n4cnnn4)cc3)C2)c1 (stereo not given)	6	-5	/	-3	-8	0.1	2	-7
CN1C(=O)c2cc(NC(=O)c3cccc(F)c3)ccc2OC[C@@H]2O[C@@H](CC(=O)NCC3CCCCC3)CC[C@H]21	-11&-9	3&1	0.1&0.4	2&1	3&5	0.0&0.0	15&13	27&55
Cc1ccc(NC(=O)CCC2CC(C)(C)OC2=O)cc1 (stereo not given)	-8	/	/	/	-25	0.1	-5	1
C#CCOC(=O)Nc1cc(C)n(-c2ccccc2)n1	1	/	/	/	5	0.0	6	-4
CCOC(=O)N1CCN(C(=O)C2CCCN(Cc3nc(-c4ccc(Cl)cc4)oc3C)C2)CC1 (stereo not given)	-15	-2	-0.3	7	-7	0.0	21	-2
COc1ccc(CCNC(=O)CC2SC(=NCCc3ccccc3)NC2=O)cc1OC (stereo not given)	2	/	-0.6	/	-14	0.4	12	2
N#CCN1CCC(c2cc(-c3ccco3)n[nH]2)CC1	-6	/	/	/	-21	0.2	-9	1
Cc1cccc(CS(=O)(=O)Cc2ccc(C(=O)NCc3cccs3)o2)c1	-1	-3	2.9	-7	-11	?	5	-5
C[C@H]1CN([C@@H](C)CO)C(=O)Cc2cc(NC(=O)Nc3cccc4ccccc34)ccc2O[C@@H]1CN(C)C(=O)Nc1ccccc1	/	2	0.3	0	17	-0.2	2	-5
O=C(/C=C/c1ccc([N+](=O)[O-])cc1)c1ccco1	-1	-8	0.0	2	-12	0.1	-14	5
O=C(Nc1ccc(C(F)(F)F)cc1)N[C@@H]1CC[C@H](CC(=O)N2CCCCC2)O[C@@H]1CO	-10	8	-0.1	-3	5	0.0	3	-1
CO[C@@H](CN(C)S(=O)(=O)c1ccc(F)cc1)[C@@H](C)CN(C(=O)Nc1ccccc1F)[C@H](C)CO	-1	4	-0.2	11	-2	0.3	-3	-29
CN(CCC#N)C(=O)COC(=O)c1ccc2c(c1)C(=O)N(C1CCCCC1)C2=O	2	-12	0.5	/	-20	-0.1	1	-1
Cc1ccc(C)c(S(=O)(=O)NCc2ccc(C(=O)N3CCOCC3)cc2)c1	3	-3	0.6	-10	3	0.1	/	0
CCCC(C)NC(=O)C1CCN(S(=O)(=O)c2ccccc2)CC1 (stereo not given)	/	-7	/	-5	-7	/	9	-2
CCOc1cc(N2CCOCC2)c(OCC)cc1NC(=O)Cc1ccccc1	-13	-16	-0.6	/	3	0.0	-16	-3
O=C(C[C@@H]1CC[C@H]2[C@@H](COC[C@H](O)CN2C(=O)c2ccncc2)O1)NC1CCC1	3	-7	0.0	-3	-2	0.1	-7	55
C[C@H](CO)N1C[C@H](C)[C@H](CN(C)Cc2ccc(Cl)c(Cl)c2)OCc2cn(nn2)CCCC1=O	-11	0	0.1	2	-5	-0.3	4	39
c1ccc(N2CCN(c3cccc(-c4cc5ccccc5s4)n3)CC2)nc1	-5	-3	0.4	-8	-15	-0.1	-5	3
O=C(O)Cc1coc2ccc3ccccc3c12	-4	/	0.0	2	-18	-0.1	4	0
CC1O[C@@H](O[C@H](C)CC[C@@H](C)O)C(O)C[C@H]1O (stereo not given in full)	6	-5	0.0	-6	-2	-0.6	5	-1
O=C(Nc1ccc2c(c1)[C@H]1C[C@@H](CC(=O)N3CCOCC3)O[C@@H](CO)[C@H]1O2)C1CCOCC1	-8&6	-1	0.3	-5	-15	0.3	-4	13
CC(=O)NCc1ccc(S(=O)(=O)NC2CCN(Cc3ccccc3)CC2)cc1	0	/	/	/	-14	-0.1	-5	-5
C[C@H](CO)N1C[C@H](C)[C@H](CN(C)C)Oc2c(NC(=O)NC3CCCCC3)cccc2C1=O	/	-1	-3.7	-5	-8	-0.3	-16	1
CCCn1c(=O)[nH]c(=O)c2[nH]cnc21	-13	-5	-0.1	-6	1	-0.3	4	-2
CCCCN(C(=O)c1cccc(-n2cccc2)c1)c1c(N)n(CCC)c(=O)[nH]c1=O	0	-1	/	-2	-71	-0.1	-1	0
CC(C)C1Nc2c(C(=O)O)cccc2C(Nc2ccccc2C(=O)O)C1(C)C (stereo not given)	15	-14	/	-9	-12	0.0	12	3
CCCCCC1C(=O)N2C=C(c3ccccc3)c3ccccc3N2C1=O (stereo not given)	-8	/	-0.1	/	-8	0.3	0	19
Cc1cc(Cl)ccc1OCCCC(=O)NC1CCN(C)CC1	/	-7	/	0	-4	/	10	-1
CO[C@H]1CN(C)C(=O)c2ccc(NC(=O)C3CC3)cc2OC[C@H](C)N(CCc2ccccc2)C[C@@H]1C	5	/	2.2	/	9	0.5	0	0
CCC(CC)NC(=O)c1n[nH]c(=O)c2ccccc12	-1	-15	-0.5	2	/	/	/	/
O=C(C[C@H]1C=C[C@@H](NS(=O)(=O)c2ccc(F)cc2)[C@@H](CO)O1)NC1CCC1	-1	-4	0.8	-2	-2	0.3	-5	3
C[C@H](NC(=O)[C@@H]1[C@@H](CO)[C@@H]2Cn3c(cccc3=O)[C@@H]2N1CCC(F)(F)F)c1ccccc1	1	6	0.3	-1	-4	0.2	1	5
Cc1ccccc1NC(=O)N(C)[C@H]1C[C@H]2c3[nH]c4c(-c5ccccc5)cccc4c3CCN2C(=O)[C@H]1[C@H](C)O	13	/	0.4	/	-11	0.0	6	-4
O=C(NCc1ccco1)C1CCCN1C(=O)Nc1cccc(Cl)c1 (stereo not given)	8	/	-0.6	/	-9	0.0	11	1
C[C@@H]1CN([C@H](C)CO)C(=O)c2cc(NC(=O)Nc3ccc(F)cc3)ccc2O[C@@H](C)CCCCO[C@@H]1CN(C)S(=O)(=O)c1ccccc1	/	4	-0.2	-1	28	0.2	11	2
O=S1(=O)NC(=NCc2ccccc2)c2ccccc21	/	8	/	2	-18	/	11	1
COc1cc(OC)cc(C(=O)N[C@H](C(=O)NCCc2ccc(S(N)(=O)=O)cc2)C(C)C)c1	-2	-1	/	4	-10	0.0	3	-5
